H37Rv inhibition: M. tuberculosis growth inhibition, HTS (AID 449762); inhibition, % at 25 µM; hits with a dose series show IC50 in µM; M. tuberculosis H37Rv growth inhibition, 7H9 media; higher % means a stronger effect; 330,000 compounds, 0.59% hits; in the data active means a potency from the dose series; inconclusive means inhibition above about 70% without an active follow-up result;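 further: bacterial growth assessed after seven days of incubation; strong numbers were not always called active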
H1N1 NS1A inhibition: NS1A inhibition, H1N1 influenza, cell based functional assay (AID 504329); NS1A functional cell-based assay, percent inhibition; higher % means a stronger effect; one-dose inhibition, % at 12.5 µM; IC50 in µM for titrated hits; 340,000 compounds, 0.3% hits; in the data active means a potency from the dose series; inconclusive means inhibition above about 27% without an active follow-up result; further: strong numbers were not always called active
VEEV TC-83 Vero: inhibitors of VEEV TC-83 cytopathic effect, confirmation, Vero cells (AID 588727) | inhibition, % at 20 µM; hits with a dose series show IC50 in µM | 350,000 compounds, 0.13% hits | Vero cells, VEEV TC-83 cytopathic effect inhibition; higher % means a stronger effect; in the data active means a potency from the dose series; inconclusive means inhibition mostly from about 14% at the one dose, without a potency; inactive means the rest, 99 in 100 with inhibition below about 12%; further: strong numbers were not always called active
tuberculosis growth: growth inhibition of non-replicating M. tuberculosis (AID 488890) | Mycobacterium tuberculosis non-replicating, growth inhibition; higher % means a stronger effect | inhibition, % at 25 µM; hits with a dose series show IC50 in µM | 320,000 compounds, 0.39% hits; in the data active means a potency from the dose series; inconclusive means inhibition mostly from about 82% at the one dose, without a potency; inactive means the rest, 99 in 100 with inhibition below about 76%;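 further: plate controls were DMSO cells for no effect and high antibiotic wells for full effect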
PhoP GFP inhibition: PhoP regulon inhibitors, Salmonella typhi PhoP promoter GFP reporter, confirmatory (AID 1850); one-dose inhibition, % at 50 µM; IC50 in µM for titrated hits; Salmonella Typhi PhoP-promoter GFP reporter, fluorescence, 4 h; higher % means a stronger effect; 310,000 compounds, 0.33% hits; in the data active means a potency from the dose series; inconclusive means inhibition mostly from about 25% at the one dose, without a potency; inactive means the rest, 99 in 100 with inhibition below about 19%;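 further: 0% = induced wells with vehicle and 100% = uninduced wells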
VEEV TC-83 Vero 10K pilot screen: further read-out of VEEV TC-83 Vero, marked with its call; inhibition, %; measured here: 10K pilot screen inhibition
* marks the source's active call; other numbers are inactive results; i = inactive; ? = inconclusive; · = not tested or not shown.

SMILES	H37Rv inhibition	H1N1 NS1A inhibition	VEEV TC-83 Vero	tuberculosis growth	PhoP GFP inhibition	others
CCCCCn1c(=O)c(-c2nc3ccccc3[nH]2)c(O)c2ccccc21	63%	·	i	2%	1%
O=C(O)C1CCCCC1C(=O)NCCCCc1ccccc1 (centres undefined)	-8%	0%	0.4%	12%	-6%
COc1ccccc1N(C(=O)c1ccco1)C(C(=O)NC1CCCC1)c1ccncc1 (centres undefined)	-10%	-2%	i	-5%	6%
O=C(Nc1ccccc1)N1CCN(CCc2ccccc2)CC1	-1%	4%	i	-4%	-4%
COC(=O)c1ccccc1Sc1c(/C=N/OCc2ccc(Cl)cc2)c(C(F)(F)F)nn1C	4%	-12%	1.0%	-5%	-4%
COc1ccccc1C(=O)NCCC(=O)NCC1CCCCC1	-8%	-11%	1.5%	6%	·
CCOc1ccccc1NC(=O)COC(=O)C1CCC(=O)N1 (centres undefined)	-6%	-6%	2.5%	-1%	·
CCc1c(C)nc(N2CCOCC2)[nH]c1=O	-17%	-1%	i	-4%	6%
C[C@H](NC(=O)c1nc[nH]c1C(=O)N[C@H](C)c1ccccc1)C(=O)OCc1ccccc1	21%	-15%	8.4%	?	3%
CC(NC(=S)Nc1ccc(Cl)cc1)C(c1ccccc1)N1CCOCC1 (centres undefined)	-12%	6%	0.1%	53%	-6%
Cc1c(C(=O)N2CCCC2)sc(NC(=O)c2cccs2)c1C#N	0%	-4%	1.1%	17%	-6%
N=c1c(C(=O)NCc2ccco2)cc2c(=O)n3ccccc3nc2n1C1CCCC1	4%	-10%	i	3%	3%
O=C(CSc1nnc(-c2ccc(Cl)cc2Cl)n1C1CCCCC1)NC1CCS(=O)(=O)C1 (centres undefined)	-2%	6%	0.0%	16%	-4%
OCCc1c[nH]c2cc(F)ccc12	-6%	12%	i	-1%	-3%
CCOc1ccc(NC(=O)CCC(=O)NNC(=O)c2ccco2)cc1	?	2%	i	?	0%
Cc1nc(N2C(=O)C(=O)/C(=C(/O)c3ccccc3)C2c2ccco2)sc1C (centres undefined)	1%	-21%	2.1%	41%	5%
C=C1CC2C(=O)N(Cc3ccccc3)C(C(=O)OCC)(C(=O)OCC)C1N2C(=O)OC(C)(C)C (centres undefined)	7%	2%	i	13%	-4%
CCCc1nnc(-c2ccc(OC)cc2)o1	-6%	1%	i	1.2µM*	4%
COc1cc(C(=O)NCC(=O)N/N=C/c2ccc(-c3ccc([N+](=O)[O-])cc3)o2)cc(OC)c1OC	?	-5%	8.2%	57%	-18%
CCOC(=O)CCn1c2nc(C)cc(C)c2c(=O)n1-c1ccccc1	-1%	3%	2.2%	-8%	0%
C=CCn1cc(CN2CCC(C(=O)Nc3cccc(-c4cccc(Cl)c4)c3)CC2)c(C)n1	57%	4%	i	56%	-18%
O=C(c1ccc(C#CC2(O)CCCCC2)cc1)N1CCN(C(c2ccccc2)c2ccccc2)CC1	43%	4%	7.3%	-4%	1%
COC(=O)C1=CN(Cc2cccs2)C=C(C(=O)OC)C1c1ccc(OC)cc1OC	20%	-14%	1.7%	16%	10%
Cc1c(NC(=O)c2cc(-c3ccc(Cl)s3)nc3ccccc23)c(=O)n(-c2ccccc2)n1C	-1%	0%	8.1%	21%	-1%
CC(=O)c1coc2ccc(OCC(=O)O)cc12	2%	-2%	2.0%	4%	-5%
O=C(c1ccc(S(=O)(=O)N2CCOCC2)cc1)N(c1ccc(F)cc1)C1C=CS(=O)(=O)C1 (centres undefined)	8%	-3%	0.6%	-7%	2%
O=C1CC(N2CCCc3ccccc32)C(=O)N1c1ccccc1 (centres undefined)	0%	3%	6.6%	6%	-6%
NC(=O)c1ccsc1NC(=O)C1CC1	-6%	-4%	4.1%	·	0%
O=C(Cc1cccs1)NC(Cc1c[nH]c2ccccc12)C(=O)O (centres undefined)	7%	6%	2.4%	15%	9%
Cc1ccc(-c2ccc(S(=O)(=O)N3CCN(C)CC3)cc2)cc1	-11%	-1%	i	7%	-3%

Brought forward from above: 3 entries; new compounds follow.
SMILES	H37Rv inhibition	H1N1 NS1A inhibition	VEEV TC-83 Vero	tuberculosis growth	PhoP GFP inhibition	others
NC(=O)c1ccsc1NC(=O)C1CC1	-6%	-4%	4.1%	·	0%
O=C(Cc1cccs1)NC(Cc1c[nH]c2ccccc12)C(=O)O (centres undefined)	7%	6%	2.4%	15%	9%
Cc1ccc(-c2ccc(S(=O)(=O)N3CCN(C)CC3)cc2)cc1	-11%	-1%	i	7%	-3%
Cc1ccccc1C(=O)Nc1ccnn1C1CCN(C(=O)c2ccoc2)CC1	2%	-16%	1.6%	2%	-12%
COCC(=O)N1CCC(Oc2ccc(C(=O)N(C)CCCC3CCCC3)cc2)CC1	2%	-3%	0.9%	8%	9%
O=C(NC(=S)Nc1cc(C(F)(F)F)ccc1N1CCOCC1)c1sc2ccccc2c1Cl	2%	2%	1.3%	25%	-12%
O=C(c1cc(=O)c2ccccc2o1)N1CCCc2ccccc21	1%	2%	i	11%	5%
COc1ccc(CCNC(=O)c2cnc3scc(C)n3c2=O)cc1OC	-18%	-1%	6.9%	·	6%
CCCc1cc(C(=O)Nc2sc3c(c2C#N)CCC3)no1	-3%	3%	1.3%	80%	-6%
Cn1c(SCCOc2ccc(Cl)cc2)nnc1-c1ccncc1	-19%	-3%	i	68%	-9%
CC(=O)C1=C(O)CC(C)(C)CC1=NCc1nc2ccccc2[nH]1	1%	2%	i	11%	3%
C=CCNCCCOc1ccc(C)cc1Br	1%	-7%	i	26%	-7%
COc1ccc(NC(=O)C(=O)NCc2ccncc2)c(OC)c1	-7%	10%	5.0%	-13%	10%
O=C(CNC(=O)c1ccc(OC(F)F)cc1)NCc1ccccn1	-3%	-6%	0.8%	-15%	7%
O=C(Cc1ccc(NC(=O)C2CCN(C(=O)C3CCCCC3)CC2)cc1)Nc1ccc(C(=O)N2CCOCC2)cc1	·	-2%	0.4%	·	·
O=C(CSc1nnc(-c2ccccc2)o1)NC1CCCC1	62%	-12%	4.6%	?	-3%
COCCCNc1nc2ccccc2nc1NS(=O)(=O)c1ccc(C)cc1	-6%	-3%	0.9%	-3%	-2%
COc1ccc(CCNC(=O)c2ccccc2)cc1	13%	-4%	2.0%	35%	-1%
CCCCNC(=O)C1CCN(C(=O)C2CCN(S(=O)(=O)c3ccc(C)cc3)CC2)CC1	-5%	-1%	1.1%	-3%	11%
O=C(c1cc2ccccc2cc1O)N1CCN(c2ccccc2O)CC1	18%	-4%	3.8%	16%	-6%
CN(Cc1ccccc1)C(=O)c1ccc(NC(=O)Cc2ccc(NC(=O)C3CCCN(C(=O)C4CC4)C3)cc2)cc1 (centres undefined)	·	-19%	0.8%	·	·
Cc1cc2c(cc1C)C(c1ccccc1OC(C)C)CC(=O)N2 (centres undefined)	2%	-4%	5.2%	20%	0%
C=CCn1c(=O)/c(=C/c2ccc(Cl)cc2)s/c1=C(\C#N)c1nnc2n1CCCCC2	·	-2%	6.2%	·	·
COCCCn1c(=O)c2ccccc2n(Cc2ccccc2)c1=O	-2%	-24%	0.2%	0%	7%
CCNc1nc(NC#N)nc(SCC(=O)OCC)n1	-8%	-21%	0.9%	-2%	-4%
COc1ccc(C2C(C(=O)NCCN3CCOCC3)c3ccccc3C(=O)N2C)cc1OC (centres undefined)	2%	5%	0.8%	6%	-18%
CCC(=NCCC(c1ccccc1)c1ccccc1)c1c(O)[nH]c(=O)[nH]c1=O	3%	-4%	3.8%	6%	-4%
C=CCNc1sc(C(=O)c2ccc(Br)s2)c(N)c1C#N	3%	-1%	0.9%	1%	13%
Cc1ccc(C2NC(c3ccc(C)cc3)C(C)C(=NO)C2C)cc1 (centres undefined)	14%	-1%	i	9%	4%
O=C(CCC(=O)N1CCOc2ccccc21)NCc1cccnc1	3%	27%	0.2%	-7%	-5%	VEEV TC-83 Vero 10K pilot screen=0.4
CC(Sc1ccccn1)C(=O)Nc1ccccc1 (centres undefined)	1%	-8%	0.7%	37%	5%
COc1ccc(N(CC(=O)Nc2ccccc2C(=O)O)S(=O)(=O)c2ccc(C)c([N+](=O)[O-])c2)cc1	-3%	6%	0.6%	4%	4%
O=C(O)COc1ccc(Br)cc1/C=N\Nc1ccccn1	-7%	2%	0.6%	13%	-4%

In the list so far, these have an aryl thioether with sulfur outside any ring:
SMILES	H37Rv inhibition	H1N1 NS1A inhibition	VEEV TC-83 Vero	tuberculosis growth	PhoP GFP inhibition	others
COC(=O)c1ccccc1Sc1c(/C=N/OCc2ccc(Cl)cc2)c(C(F)(F)F)nn1C	4%	-12%	1.0%	-5%	-4%
O=C(CSc1nnc(-c2ccc(Cl)cc2Cl)n1C1CCCCC1)NC1CCS(=O)(=O)C1 (centres undefined)	-2%	6%	0.0%	16%	-4%
Cn1c(SCCOc2ccc(Cl)cc2)nnc1-c1ccncc1	-19%	-3%	i	68%	-9%
O=C(CSc1nnc(-c2ccccc2)o1)NC1CCCC1	62%	-12%	4.6%	?	-3%
CCNc1nc(NC#N)nc(SCC(=O)OCC)n1	-8%	-21%	0.9%	-2%	-4%
CC(Sc1ccccn1)C(=O)Nc1ccccc1 (centres undefined)	1%	-8%	0.7%	37%	5%

(more compounds)
SMILES	H37Rv inhibition	H1N1 NS1A inhibition	VEEV TC-83 Vero	tuberculosis growth	PhoP GFP inhibition	others
CC(=O)c1ccc(NS(=O)(=O)c2ccc(N)cc2)cc1	39%	-7%	3.8%	52%	4%
O=C(Nc1nnc(C2CC2)s1)c1cc(S(=O)(=O)N2CCCCC2)ccc1N1CCOCC1	-7%	-5%	1.7%	-4%	11%
Cc1ccc(S(=O)(=O)n2c([N+](=O)[O-])cnc2C)cc1C	11%	-11%	0.1%	7%	-10%
C=CCNC(=S)Nc1ccc(C)c(S(=O)(=O)N2CCCCC2)c1	2%	-3%	0.6%	?	-12%
CN(C)CCCNC(=O)CCc1ncc(C(F)(F)F)cc1Cl	0%	-9%	0.5%	5%	2%	VEEV TC-83 Vero 10K pilot screen=0.0
CC(C)c1c(C(=O)N/N=C/c2ccccc2C(=O)O)nnn1-c1nonc1N	-1%	-20%	0.3%	-11%	11%
Cc1c(CN(C)C(=O)c2nn(C)cc2[N+](=O)[O-])cnn1C	-2%	-6%	0.9%	3%	-1%
Cc1ccnc(N2C(=O)c3ccccc3C2O)c1 (centres undefined)	-5%	6%	0.6%	-6%	2%
CCOC(=O)C1(CC)NC(c2ccco2)C2C(=O)N(C)C(=O)C21 (centres undefined)	5%	7%	4.3%	-12%	3%
COC(=O)c1c(-c2c(Cl)cccc2Cl)noc1C(=O)NN	-11%	-23%	2.2%	4%	0%
CCCCn1c(N)c(N(CC)C(=O)c2cc3c(s2)CCCCC3)c(=O)[nH]c1=O	-3%	-10%	2.9%	6%	3%
Cc1occc1C(=O)NNC(=O)c1ccccc1[N+](=O)[O-]	13%	10%	1.2%	-3%	-4%
COc1ccc(CCN2CNc3c(c(=O)n(C)c(=O)n3C)C2)cc1OC	-11%	1%	1.7%	-13%	9%
O=C(/C=C/c1ccccc1)NCCc1nc2ccccc2[nH]1	-4%	-15%	0.8%	41%	2%
Nc1cc(N)nc(SCC(=O)N2CCN(S(=O)(=O)c3ccccc3)CC2)n1	2%	-9%	0.6%	-6%	9%
CCOc1ccc(Nc2cc(=O)oc3ccccc23)cc1	-1%	-7%	0.1%	9%	-8%
O=c1c(O)c(-c2cc(O)c(O)c(O)c2)oc2cc(O)cc(O)c12	1%	12%	0.6%	11%	10%
CCN(CC(=O)NCc1cccs1)S(=O)(=O)c1ccc(C(C)C)cc1	4%	-8%	0.4%	4%	-7%
CNC(=O)NC(=O)COC(=O)CCCOc1ccc(OC)cc1	-6%	-2%	1.8%	18%	5%
COC(=O)c1sccc1NC(=S)N1CC(C)CC(C)C1 (centres undefined)	3%	-3%	4.8%	28%	1%
CCOc1ccc(NC(=O)COC(=O)c2cc([N+](=O)[O-])ccc2N2CCOCC2)cc1	46%	3%	10%	25%	6%
CN(CC(=O)Nc1ccccc1C(F)(F)F)C(=O)CCc1nc2sc3c(c2c(=O)[nH]1)CCCC3	3%	18%	2.2%	-9%	-3%
CNC(=O)c1ccc(NC(=O)CC23CC4CC(CC(C4)C2)C3)cc1	5%	3%	3.4%	12%	-5%
COc1ccc(CCC(=O)Nc2cc(Cl)ccc2OC)cc1	15%	-2%	i	27%	2%
CCC(C(=O)NC1CCCCC1)N(CC1CCCO1)C(=O)CNS(=O)(=O)c1ccc(OC)cc1 (centres undefined)	·	-2%	1.2%	·	·
CC(C(=O)Nc1ccccc1)C(=O)Nc1ccccc1	3%	24%	0.7%	14%	14%

Screening data: PubChem, Southern Research Specialized Biocontainment Screening Center
